# tim23-1 inh: growth inhibitors of tim23-1 mutant yeast, primary screen, luminescence, uHTS. S. cerevisiae tim23-1 growth, BacTiter-Glo luminescence, 24 h. inhibition, % at 20 µM. 330,000 tested, 1.3% active. AID 463212, 2010;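 active means growth inhibition of the mutant yeast at or above 50%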;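 further: temperature-sensitive mutant grown at 25 °C; plate controls were DMSO-treated mutant yeast for no effect and medium wells lacking yeast for full effect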
# APJ antagonist: antagonists of human apelin receptor APJ, primary screen, CHO-K1 cells, beta-arrestin complementation, luminescence | P35414 | inhibition, % at 20 µM | 330,000 tested, 0.32% active | AID 2521, 2010;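 active means inhibition above about 40% at 20 µM, limit read from the data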;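 further: cells challenged with 10 nM apelin-13 agonist together with compound; plate controls were apelin-13 plus DMSO wells for no effect and DMSO wells lacking apelin-13 for full effect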
# APJ ag: agonists of human apelin receptor APJ, primary screen, CHO-K1 cells, PathHunter beta-arrestin, luminescence. 330,000 tested, 0.11% active. 0% DMSO wells, 100% apelin. P35414. activation, % at 20 µM;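 active means activation more than six SD over the plate average, tested at 20 µM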;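 further: 0% = DMSO alone and 100% = apelin-13 at 10 nM; some results filed as inactive read as strong as hits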
#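 Test system: CHO-K1 APJ beta-arrestin complementation cell line | Compound: Single test compound dose, 20 µM final, 1% DMSO | Incubation: Compound 90 min 25 °C, reagent 1 h | Measured by: beta-gal luminescence | Read-out basis: APJ–arrestin association signal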
# UPR XBP1 act: activators of adaptive XBP1 UPR arm, primary screen, cell-based, CHO-XBP1 luciferase reporter, luminescence, uHTS; IRE1-XBP1 UPR activation; percent of tunicamycin response, DMSO as zero; activation, % at 20 µM; 330,000 tested, 0.33% active; AID 463104, 2010;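 active means versus positive control, 20 µM dose yields 30% or more activation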;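 further: 100% = tunicamycin at 10 µg/mL and 0% = DMSO only wells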
#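 incubation = overnight seeding at 37 °C, 6 h compound treatment at 37 °C | assay system = CHO-XBP1 cells stably carrying IRE1-XBP1-driven luciferase reporter | input = 1000 cells per well | detection = luciferase luminescence | dosing = single point, 20 µM final compound, 1% DMSO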
# Mdm2-MdmX inh: inhibitors of human Mdm2-MdmX association, primary screen, cell-based, luminescence, split luciferase, SaOS-2, uHTS; Protein Mdm4 (Homo sapiens) + E3 ubiquitin-protein ligase Mdm2 (Homo sapiens), …; 330,000 tested, 3% active; inhibition, % at 8 µM; SaOS-2 split-luciferase Mdm2/MdmX complementation;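 active means inhibition of at least 50% at 8 µM in the primary screen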
# Target sequence (O15151 whole entry, looked up): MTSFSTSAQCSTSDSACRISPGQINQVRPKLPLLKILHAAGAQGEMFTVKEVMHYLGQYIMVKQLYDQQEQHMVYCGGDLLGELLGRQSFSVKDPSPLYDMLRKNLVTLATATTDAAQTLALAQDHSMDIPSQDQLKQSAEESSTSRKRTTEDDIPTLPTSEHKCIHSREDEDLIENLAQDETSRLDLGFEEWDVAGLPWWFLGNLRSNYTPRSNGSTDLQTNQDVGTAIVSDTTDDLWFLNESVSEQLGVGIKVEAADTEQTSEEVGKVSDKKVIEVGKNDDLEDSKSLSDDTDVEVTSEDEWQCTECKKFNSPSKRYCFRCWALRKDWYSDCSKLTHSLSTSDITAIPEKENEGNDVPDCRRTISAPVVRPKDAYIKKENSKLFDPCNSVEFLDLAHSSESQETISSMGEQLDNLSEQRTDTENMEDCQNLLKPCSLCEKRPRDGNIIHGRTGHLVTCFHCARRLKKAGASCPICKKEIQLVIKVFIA
# Target sequence (Q00987 whole entry, looked up): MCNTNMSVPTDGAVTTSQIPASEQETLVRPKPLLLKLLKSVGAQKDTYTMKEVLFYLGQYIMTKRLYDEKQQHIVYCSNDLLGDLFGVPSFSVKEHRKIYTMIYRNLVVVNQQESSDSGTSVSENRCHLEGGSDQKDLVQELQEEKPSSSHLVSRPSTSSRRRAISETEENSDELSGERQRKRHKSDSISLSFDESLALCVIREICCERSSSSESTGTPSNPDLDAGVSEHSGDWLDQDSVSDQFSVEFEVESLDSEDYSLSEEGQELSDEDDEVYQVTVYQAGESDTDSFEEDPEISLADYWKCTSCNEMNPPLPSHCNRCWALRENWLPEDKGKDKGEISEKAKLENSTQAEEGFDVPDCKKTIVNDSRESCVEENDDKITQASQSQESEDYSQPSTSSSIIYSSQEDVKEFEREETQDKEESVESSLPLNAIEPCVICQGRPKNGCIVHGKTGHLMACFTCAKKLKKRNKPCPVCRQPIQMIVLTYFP
# UPR CHOP act: activators of apoptotic CHOP UPR arm, primary screen, cell-based, CHO-CHOP luciferase reporter, luminescence, uHTS. UPR activation; percent of tunicamycin response over DMSO baseline. activation, % at 10 µM. 330,000 tested, 0.34% active. AID 449763, 2010;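 active means at 10 µM dose, activation of 40% or more, normalized to positive control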;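 further: 100% = tunicamycin at 10 µg/mL and 0% = DMSO alone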
#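 Test system: CHO-CHOP cells, stable luciferase reporter of PERK-eIF2a-CHOP signalling | Quantity: 500 CHO-CHOP cells per well | Buffer or medium: F12 plus 10% serum | Compound dosing: 10 µM single point, 0.5% DMSO | Schedule: 6 h compound treatment, 37 °C | Signal: Luciferase luminescence | Control set: Tunicamycin high control, DMSO low control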
# 697 NFkB inh: inhibitors of PMA/ionomycin-induced NF-kB reporter, 697 cells, primary screen, B-cell NF-kB inhibitor project, cell-based, luminescence, uHTS; inhibition, % at 4 µM; 697 B-cell NF-kB luciferase reporter, 16 h; 330,000 tested, 0.33% active; AID 435022, 2010; in the data active means inhibition above about 35%
# Jurkat NFkB inh: inhibitors of induced NF-kB luciferase reporter, primary screen, TCR NF-kB activation inhibitor project, cell-based, luminescence, uHTS | Jurkat, PMA/ionomycin-induced NF-kB luciferase reporter | inhibition, % at 4 µM | 330,000 tested, 0.53% active; in the data active means inhibition above about 50%
# * = called active by the depositor.
# Sequence of screens – tim23-1 inh, APJ antagonist, APJ ag, UPR XBP1 act, Mdm2-MdmX inh, UPR CHOP act, 697 NFkB inh, Jurkat NFkB inh
> Cc1cc(C)c2c(-c3ccc(F)cc3)c(C#N)c(=O)n(C)c2n1
  -0.5, 3.6, -2.0, 3.0, 51.8*, 4.2, -17.3, -4.4
> Cc1[nH]c2ccccc2c1/C=C/c1nc2ccccc2c(=O)n1CCO
  10.1, -7.9, 1.6, 13.4, 37.6, 3.2, 13.0, -3.0
> Cc1ccc(CNC(=O)CN2C(=O)c3ccccc3S2(=O)=O)cc1
  10.9, -1.2, -1.9, 5.0, 5.8, 3.2, 18.9, 3.0
> COc1ccc2c(c1)oc(=O)c1cc(OC)ccc12
  21.3, -90.9, 1.0, 6.6, -66.2, 3.4, -76.4, -78.0
> COc1cc(OC)c(N(C)S(=O)(=O)c2cccc(C(=O)OCC(=O)c3c[nH]c4ccccc34)c2)cc1Cl
  13.2, 7.1, -0.1, -2.0, 41.3, 2.9, -23.6, -4.3
> CCN(CC(=O)Nc1ccc(NC(C)=O)cc1)C(=O)CCN1C(=O)c2cccc([N+](=O)[O-])c2C1=O
  7.6, -11.7, 3.8, 1.7, 3.8, 0.5, 11.2, -1.7
> Cc1ccc(S(=O)(=O)Oc2ccccc2/C=N/N=C(N)N)cc1
  -4.8, 2.2, 2.0, -1.6, 28.8, -2.1, -12.6, -1.8
> COc1ccc([C@@H]2[C@@H]3C(=O)N(C(C)(C)C)C(=O)[C@@H]3[C@]3(C)C(=O)N(c4cccc(Br)c4)C(=O)N23)cc1
  20.3, -70.1, -0.2, 0.7, 6.8, 3.0, -18.4, -1.3
> S=c1[nH]nc(C2CCCCC2)n1Cc1ccccc1
  31.5, -3.2, -5.4, 2.0, -14.2, -1.3, 1.6, 2.6
> C#Cc1cccc(NC(=O)C2CCN(C(C)=O)CC2)c1
  3.5, 0.2, 0.5, -1.9, -24.3, 2.8, 7.7, -3.1
> CSc1ccc(/C=C(/NC(=O)c2ccco2)C(=O)NCc2ccco2)cc1
  8.0, -40.2, -0.9, -1.1, 5.9, 0.4, 3.4, -3.4
> CCOc1ccc(NCc2ccccc2OCc2cccc(F)c2)cc1
  41.3, -25.4, -0.3, 8.0, 44.7, 3.0, -25.6, -6.6
> c1ccc(CCn2nnnc2CN2CCc3ccccc32)cc1
  5.6, 8.5, 1.5, 0.3, 18.3, -0.5, 2.5, 19.7
> O=C(c1ccc(S(=O)(=O)Cc2ccccc2Cl)c([N+](=O)[O-])c1)N1CCOCC1
  24.7, -67.7, 11.0, -5.5, 51.1*, 2.1, 34.3, 20.0
> COC(=O)c1ccccc1NC(=S)N1CCN(c2ccc(OC)cc2)CC1
  4.0, 15.9, -0.8, -0.7, -3.5, -0.7, 2.1, 10.2
> Cc1nccnc1Sc1ccccc1
  7.4, -0.8, -1.5, 6.4, -23.7, 2.7, -1.1, -23.7
> Cc1cc2nc(CS)[nH]c2cc1C
  22.1, -6.6, -3.1, 2.6, -5.5, 3.0, 1.8, -14.6
> COc1ccc(CCNC(=O)CCn2c(=O)oc3ccccc32)cc1
  -8.5, 16.4, -2.5, 1.0, 17.1, 0.2, -4.2, 5.3
> CC1CCN(Cc2c(C(=O)N/N=C/c3ccccc3O)nnn2-c2nonc2N)CC1
  11.5, -16.1, -1.6, -3.4, 68.7*, -1.0, -13.1, 36.3
> COC(=O)c1ccc(OCC(=O)Nc2ccccc2C(=O)NC2CC2)cc1
  13.3, -6.4, -0.3, -1.0, 19.0, 1.2, 3.6, 13.7
> CC(C)(C=O)Cc1cc(C(C)(C)C)c(O)c(C(C)(C)C)c1
  14.1, 19.6, 7.8, -4.7, 17.2, 0.2, -53.8, -7.8
> Cc1ccc(-n2c(SCC(=O)Nc3cc(C)on3)nc3ccccc3c2=O)cc1
  3.0, -5.9, -2.8, -0.9, -1.0, -2.2, 10.9, 11.9
> Cc1cc(=O)oc2cc(OCC(=O)N3CCN(C(=O)c4ccco4)CC3)ccc12
  -17.1, 6.6, -1.8, 0.8, -13.9, 1.3, 3.8, 5.9
> COCCNC(=S)NC1CC2CCC(C1)N2Cc1ccccc1 (stereo not given)
  5.5, -27.0, -4.1, 1.0, 13.9, -1.2, 3.9, -9.4
> CCc1cc2c(SCC(=O)c3ccccc3)ncnc2s1
  -16.9, -1.8, -0.7, 1.3, -52.8, 4.1, -28.8, -50.2
> O=C(Nc1ccccc1)NC1(C(=O)N2CCN(c3ncccn3)CC2)CCCCC1
  9.3, -5.0, -2.1, -0.2, -17.2, 1.9, -7.9, 3.8
> COc1ccc(C(=O)CSc2nc3[nH]ncc3c(=O)[nH]2)cc1
  21.0, 14.4, -3.9, 0.3, 13.1, 0.1, 9.5, -5.2
> CN(Cc1ccccc1)C(=C(Cl)Cl)/C(=C1/NCCN1C)[N+](=O)[O-]
  1.0, 9.1, -2.8, -0.5, 6.3, -0.4, 24.4, 11.8
> CCCOc1cc(C)c(S(=O)(=O)N2CCOCC2)cc1C
  18.3, -5.2, -4.2, 0.3, 6.1, 0.0, 3.7, -2.6
> COc1ccc(OCC(=O)Nn2c(-c3ccc(OC)cc3)nc3ccccc3c2=O)cc1
  12.0, -16.5, -2.3, -2.4, 16.3, 0.4, 10.1, 2.0

# Just 697 NFkB inh, for two of the compounds above:
compound	697 NFkB inh
Cc1cc(=O)oc2cc(OCC(=O)N3CCN(C(=O)c4ccco4)CC3)ccc12	3.8
COCCNC(=S)NC1CC2CCC(C1)N2Cc1ccccc1 (stereo not given)	3.9

# Remaining list, next part.
# Sequence of screens – tim23-1 inh, APJ antagonist, APJ ag, UPR XBP1 act, Mdm2-MdmX inh, UPR CHOP act, 697 NFkB inh, Jurkat NFkB inh
> CC1(C)C(=O)N(CCN2CCC(C(=O)c3ccc(F)cc3)CC2)c2ccccc21
  14.9, 3.3, -1.9, -5.0, 27.8, -1.6, 0.2, 15.6
> O=C(c1ccccc1NS(=O)(=O)c1cccs1)N1CCOCC1
  10.8, -2.6, -2.8, -0.5, -15.8, -1.1, -17.2, 8.5
> Cc1cccc(C)c1NC(=O)C(=O)NCCCN1CCOCC1
  5.9, 10.5, -2.5, 0.1, 36.9, -1.4, 1.0, 4.1
> O=C(Cn1c(=O)cnc2ccccc21)Nc1cccc(S(=O)(=O)N2CCCCC2)c1
  12.4, -3.1, -2.4, -1.5, 16.4, -0.2, 22.8, 1.4
> Cc1ccccc1NS(=O)(=O)c1nnc(NC(=O)C(C)C)s1
  12.6, -3.1, -2.2, -0.9, -19.9, -1.3, -25.1, -12.5
> COc1cc(C(=O)NC2CC(C)(C)Cc3c2cnn3-c2ccccc2)cc(OC)c1OC (stereo not given)
  0.0, 18.1, 0.4, -1.0, -9.2, 0.5, 8.8, 11.5
> CC(C)CNC(=S)NC(=O)c1csc([N+](=O)[O-])c1
  63.1*, -2.5, 2.6, 5.3, -2.2, 0.7, -35.4, -16.8
> Cc1cc(-c2c(C)[nH]n(-c3ccc(Cl)cc3)c2=O)n[nH]1
  -8.6, 36.3, 4.4, 1.4, -5.9, 5.4, -38.4, 5.0
> O=C(c1ccccc1Cl)N1CCC(c2nc3c(nnn3Cc3ccco3)c(=O)[nH]2)CC1
  -5.0, 10.1, -3.5, -2.3, 15.3, -1.8, 10.5, 20.9
> COc1cc(/C=C(\C#N)C(=O)NCc2cccs2)ccc1O
  30.0, 26.5, -3.9, 0.4, -2.8, 0.6, 1.0, 3.6
> COc1ccc(CNC(=O)C2CCCN2S(=O)(=O)c2ccccc2)cc1 (stereo not given)
  21.4, -28.8, 2.0, -3.3, 5.8, -1.7, -11.5, -17.0
> CC(=O)C1=NN(c2ccccc2)C(c2cccs2)N1c1ccccc1 (stereo not given)
  29.2, 16.0, -3.7, -3.1, 21.3, 2.3, -4.1, -5.0
> Cc1ccc(C(=O)N2CC(C(=O)O)C2)cc1
  5.3, -7.8, -2.7, -2.4, 4.1, -1.3, 9.6, -7.0
> Cc1ccc(CSc2cc(C)[nH]c(=O)n2)cc1
  -4.8, 9.6, 1.6, -1.9, 14.9, -1.0, 1.4, 2.1
> COc1cccc(/C=C2\Sc3ccc(C(=O)NCC4CCCO4)cc3N(C)C2=O)c1 (stereo not given)
  22.7, 14.5, -4.2, -3.4, 3.3, 0.2, -28.3, 6.4
> CCN(CC)S(=O)(=O)c1ccc(C(=O)Nc2cccc(C)c2)cc1
  40.5, -1.3, -3.8, -2.0, 11.7, -0.3, -15.8, -17.8
> Cc1ccc(N2CC(C(=O)Nc3cc(C)ccc3F)CC2=O)cc1 (stereo not given)
  11.2, -3.2, -4.3, 1.9, -9.6, -0.3, 4.3, -9.4
> Cc1ccc(NC(=O)Nc2ccc3c(c2)OCO3)c(OC(F)F)c1
  7.2, -6.4, 1.0, -4.1, -126.0, 3.7, -88.6, -104.3
> Cc1ccc2c(CSc3nc4nc(C)cc(C)n4n3)cc(=O)oc2c1
  15.2, 14.3, -2.1, 1.6, 16.9, -0.5, 10.9, -2.8
> c1ccc2oc(-c3ccc(Nc4nc(N5CCCC5)nc(N5CCOCC5)n4)cc3)nc2c1
  8.3, 2.9, 3.8, -1.1, 18.1, -0.9, -71.7, -46.2
> Cc1cc(/C=C(/C#N)C(=O)Nc2ccc(Cl)cc2)c(C)n1-c1cccnc1
  5.9, -2.3, 2.4, 2.3, -6.2, 6.4, -38.0, -13.7
> C#CCn1c(=NC(=O)CN2C(=O)CCC2=O)sc2cccc(C)c21
  6.4, 12.4, -4.3, -2.5, 12.0, 1.9, 23.2, 1.8
> N=c1n(Cc2ccccc2)c2ccccc2n1CC(O)COc1ccc(Cl)cc1Cl (stereo not given)
  6.9, 17.5, 0.3, 3.3, 100.3*, 23.9, -12.6, 40.2
> O=C(Nc1ccc([N+](=O)[O-])cc1)C1COc2ccccc2O1 (stereo not given)
  12.1, 15.4, -0.5, -1.0, 21.8, 0.9, 14.5, 18.1
> CC(=O)Nc1ccc(NC(=O)CCc2nc3ccccc3c(=O)[nH]2)cc1
  -3.9, 12.1, -5.6, 2.1, -7.5, 0.0, 11.9, 4.8
> Cc1ccc(CC(=O)OCC(=O)c2ccc[nH]2)cc1C
  5.0, 2.0, -1.1, 1.1, 3.0, 1.0, 4.6, -1.8
> COc1ccc(OC)c(Nc2ncnc3sccc23)c1
  18.9, -2.4, -4.8, 11.0, -1.1, -1.4, -19.2, -30.2
> CCCCCCCCCOC1OC(CO)C(O)C(O)C1NC(C)=O (stereo not given)
  8.1, 8.1, -3.2, 0.0, 7.8, -2.3, 2.3, 4.4
> CC(NC=O)c1nc2ccccc2n1CCc1ccccc1 (stereo not given)
  4.5, -5.9, -0.1, -1.8, -13.9, 1.5, -2.7, 3.2

# In a second layout: 2 of the compounds above.
SMILES | tim23-1 inh | APJ antagonist | APJ ag | UPR XBP1 act | Mdm2-MdmX inh | UPR CHOP act | 697 NFkB inh | Jurkat NFkB inh
COc1cc(OC)c(N(C)S(=O)(=O)c2cccc(C(=O)OCC(=O)c3c[nH]c4ccccc34)c2)cc1Cl | 13.2 | 7.1 | -0.1 | -2.0 | 41.3 | 2.9 | -23.6 | -4.3
CCN(CC(=O)Nc1ccc(NC(C)=O)cc1)C(=O)CCN1C(=O)c2cccc([N+](=O)[O-])c2C1=O | 7.6 | -11.7 | 3.8 | 1.7 | 3.8 | 0.5 | 11.2 | -1.7

# Screening data (PubChem)
